Screening data deposited in PubChem BioAssay by National Center for Advancing Translational Sciences (NCATS).
ELG1 DNA repair = inhibitors of ELG1-dependent DNA repair in HEK293T cells | AID 504467 | HEK293T ELG1-luciferase reporter, luminescence, 16 h; DNA damage induced by 5-fluorouridine | Potency, µM (series often up to 46.1 µM), for the others: top-dose activity change, negative = inhibition, hits mostly inhibitors | 330,000 compounds, 2.3% hits; also: potency is read from the fitted curve at half-maximal effect; % is scaled to controls: 0 for no effect and ±100 for the full control effect; nearly all actives have a fitted effect of over 55% in size
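Overnight (16 hr) co-exposure of 2,000 cells/well to 5-fluorouridine and compound at 37 °C preceded detection. Luciferase was quantified via ONE-Glo luminescence; loss of signal denotes inhibition.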
KCNH2 3.1 inh = KCNH2 3.1 (human) potassium channel inhibition; 340,000 compounds, 0.95% hits; U2OS KCNH2 3.1, thallium flux FluxOr; stronger effect = lower value; activity change, % (tested at about 1.8 µM); AID 720553;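 active = maximum activity change below -70%; inconclusive = maximum activity change from -70% to -50%; inactive = maximum activity change above -50%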;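 also: thallium influx rate constant from kinetic fluorescence after stimulation buffer; % is scaled to controls: 0 for no effect and ±100 for the full control effect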
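Steps: virus added to U2OS suspension (4 h, RT, dark); medium with 10% FBS added, cells plated, 37 C overnight; FluxOr/Red40 loading buffer 45 min RT; stimulation buffer, 2 min kinetic read; rate constant normalized.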
RORgamma inh = blocks mouse ROR gamma transcriptional activity | P51450 | Drosophila S2 Gal4-RORgamma UAS-luciferase reporter, 20 h | Potency, µM (top dose mostly 53.6 µM), without a hit: top-dose activity change, negative = inhibition, hits mostly inhibitors | 310,000 compounds, 5.4% hits; also: potency is read from the fitted curve at half-maximal effect; % is scaled to controls: 0 for no effect and ±100 for the full control effect; nearly all actives have a fitted effect of over 60% in size
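Stably transfected Drosophila Schneider cells are the test system, with ROR gamma fused to Gal4 and luciferase under UAS control; luminescence is read after 20 hr of 700 uM copper sulfate induction at ambient temperature.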
FLuc modulator = inhibits or activates purified firefly luciferase, miR-21 counter-screen. P08659. purified FLuc, Km substrates, luminescence inhibition. Potency, µM (top dose mostly 57.5 µM), for the others: top-dose activity change, negative = inhibition, hits mostly inhibitors. 360,000 compounds, 6.9% hits. AID 588342;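 also: potency is read from the fitted curve at half-maximal effect; plate controls were vehicle for no effect and reference inhibitor for full effect; nearly all actives have a fitted effect of over 55% in size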
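Purified P. pyralis luciferase (10nM final) with 10uM D-luciferin and 10uM ATP (Km levels) in 50mM Tris acetate pH 7.5, 10mM Mg acetate, 0.01% Tween-20, 0.05% BSA; qHTS 6-point titration, ~60 µM downward; luminescence read.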
Mito fusion act = inhibitors of mitochondrial division or activators of mitochondrial fusion; S. cerevisiae fusion-defective mutant growth rescue, CellTiterGlo 48 h; Potency, µM (series often up to 46.1 µM), inactives show at the top dose growth rescue (activation), hits mostly activators; 320,000 compounds, 0.23% hits;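 also: potency is read from the fitted curve at half-maximal effect; % of control where 0% means no effect; nearly all actives have a fitted effect of over 45% in size; temperature-sensitive fusion mutants such as fzo1-1 at 37 °C on non-fermentable ethanol glycerol medium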
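Luminescent cell viability in 1536-well qHTS format served as the measure of rescued growth in ts fusion-mutant S. cerevisiae cultured on non-fermentable YPEG for 48 hours at 37C.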
VP16 counter = Gal4-VP16 reporter inhibition counter-screen | Drosophila S2 Gal4-VP16 UAS-luciferase, luminescence, 20 h | Potency, µM (titrated, usually from 53.6 µM), for the others: at the top dose activity, negative = inhibition, usual class: inhibitors | 310,000 compounds, 3.5% hits | AID 2546;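 also: Gal4-VP16 expression switched on by copper sulfate through the metallothionein promoter; potency is read from the fitted curve at half-maximal effect; % is scaled to controls: 0 for no effect and ±100 for the full control effect; nearly all actives have a fitted effect of over 50% in size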
NPC1 prom act = NPC1 promoter activation; Huh7 NPC1 promoter luciferase reporter, 24 h; Potency, µM (series often up to 9.22 µM), without a hit: at the top dose activation, most hits filed as activators; 320,000 compounds, 2.4% hits;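 also: potency is read from the fitted curve at half-maximal effect; % of control where 0% means no effect; nearly all actives have a fitted effect of over 60% in size; reporter is driven by a mutant NPC1 promoter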
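Huh7 reporter cells (NPC1 promoter driving luciferase) are dosed with compound for 24 h at 37 °C, 5% CO2; luciferase detection reagent is then added and luminescence measured after 10 min at ambient temperature.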
MBNL1 CUG block = MBNL1-poly(CUG) RNA binding inhibition; AID 2675; 280,000 compounds, 0.036% hits; Q9NR56; Potency, µM (highest dose often 57.5 µM), inactives show at the highest dose activity change, negative = inhibition, usual class: inhibitors; TR-FRET MBNL1-His/biotin-(CUG)12 binding, 665/545 ratio; active = well fitted inhibition curve with a large enough effect in the signal ratio, with a control signal flat, not every such curve was filed as active; inconclusive = small, poorly fitted or top-dose-only effect, or effect the other way, or a change in a side signal; inactive = no such curve, though single readings can be large or run the other way; the % refers to the signal ratio; also: potency is read from the fitted curve at half-maximal effect; % is scaled to controls: 0 for no effect and ±100 for the full control effect
Target sequence (Q9NR56 whole entry, looked up): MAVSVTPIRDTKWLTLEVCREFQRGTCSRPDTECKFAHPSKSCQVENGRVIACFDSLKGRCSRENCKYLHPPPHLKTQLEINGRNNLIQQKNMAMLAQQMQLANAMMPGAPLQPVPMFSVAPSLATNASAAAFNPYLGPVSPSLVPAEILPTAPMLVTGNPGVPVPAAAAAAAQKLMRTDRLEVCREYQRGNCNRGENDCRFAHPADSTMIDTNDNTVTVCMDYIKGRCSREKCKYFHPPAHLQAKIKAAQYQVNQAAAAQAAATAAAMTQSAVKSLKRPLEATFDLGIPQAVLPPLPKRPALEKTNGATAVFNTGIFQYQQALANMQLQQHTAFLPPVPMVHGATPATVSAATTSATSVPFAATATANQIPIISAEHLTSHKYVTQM
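Inhibition of protein-RNA binding appears as loss of TR-FRET between terbium anti-His antibody on MBNL1-His and streptavidin-XL665 on biotin-(CUG)12. Activity is normalized to buffer-only and uninhibited-complex controls.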
PKM2 act = PKM2 (human) enzyme activation; purified PKM2, Kinase-Glo ATP luminescence, activation; response scale: 0% is enzyme alone, no compound; Potency, µM (top dose mostly 57.5 µM), for the others: top-dose activation, actives largely listed as activators; 260,000 compounds, 0.34% hits; P14618; AID 1631; also: potency is read from the fitted curve at half-maximal effect; % is scaled to controls: 0 for no effect and ±100 for the full control effect; nearly all actives have a fitted effect of over 55% in size
Target sequence (P14618 whole entry, looked up): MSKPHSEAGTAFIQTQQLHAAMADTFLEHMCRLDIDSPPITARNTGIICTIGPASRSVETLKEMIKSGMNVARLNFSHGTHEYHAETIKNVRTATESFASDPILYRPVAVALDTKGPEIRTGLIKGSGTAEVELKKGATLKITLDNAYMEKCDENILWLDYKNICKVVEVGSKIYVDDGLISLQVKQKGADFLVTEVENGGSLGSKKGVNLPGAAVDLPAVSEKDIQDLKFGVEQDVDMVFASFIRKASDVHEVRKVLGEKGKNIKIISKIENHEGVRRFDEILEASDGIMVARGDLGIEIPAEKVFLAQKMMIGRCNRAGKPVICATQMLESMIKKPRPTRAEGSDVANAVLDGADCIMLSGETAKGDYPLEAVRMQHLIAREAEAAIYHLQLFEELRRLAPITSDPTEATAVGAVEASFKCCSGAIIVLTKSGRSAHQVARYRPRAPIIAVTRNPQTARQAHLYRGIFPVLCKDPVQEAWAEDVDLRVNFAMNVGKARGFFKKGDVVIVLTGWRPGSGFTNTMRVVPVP
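Kinase-Glo luminescence reports ATP generated from ADP (0.1 mM) and PEP (0.5 mM) by purified hPK-M2 after 1 h at room temperature, pH 7.2 imidazole buffer; intermediate enzyme activity allows detecting inhibitors and activators.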
Menin-MLL TR inh = displaces Texas Red mutant MLL peptide from human menin; O00255; Menin + Texas Red MLL mutant peptide, fluorescence polarization; Potency, µM (highest dose often 61.6 µM), for the others: top-dose FP activity change, negative = inhibition, most hits filed as inhibitors; 270,000 compounds, 0.23% hits; AID 1768; active = well fitted inhibition curve with a large enough effect in the polarisation, with a control signal flat, not every such curve was filed as active; inconclusive = small, poorly fitted or top-dose-only effect, or effect the other way, or a change in a side signal; inactive = no such curve, though single readings can be large or run the other way; the % refers to the polarisation; also: potency is read from the fitted curve at half-maximal effect; % of control where 0% means no effect; many of its hits are not listed in these tables
Rab9 promoter act = Rab9 promoter activation. Huh7 Rab9 promoter-luciferase reporter, luminescence, 24 h. Potency, µM (titrated, usually from 9.22 µM), for the others: at the top dose activation, negative = inhibition, actives largely listed as activators. AID 485297. 320,000 compounds, 2.8% hits; also: potency is read from the fitted curve at half-maximal effect; % of control where 0% means no effect; nearly all actives have a fitted effect of over 60% in size
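Luciferase signal after 10 min detection reagent at ambient indicates Rab9 promoter upregulation; stably transfected Huh7 cells were treated 24 h with compound in DMSO at 37 °C, 5% CO2.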
Active calls of the source: *; ? = inconclusive; . = not tested or not shown; [ ] = another dose, or the depositor's remark. Unless noted, calls follow the shape of the dose curve; as a rule, active = well fitted curve in the direction sought with a large enough effect; inconclusive = small, poorly fitted or top-dose-only effect, or another doubt; inactive = no such curve, though single readings can be large; an effect the other way counts as inactive or inconclusive.

SMILES	ELG1 DNA repair	KCNH2 3.1 inh	RORgamma inh	FLuc modulator	Mito fusion act	VP16 counter	NPC1 prom act	MBNL1 CUG block	PKM2 act	Menin-MLL TR inh	Rab9 promoter act
Cc1ccc(NC(=O)N2CCC(C(=O)c3ccc(F)cc3)CC2)cc1	-11%	16	12%	-16%	10%	-3%	0%	-2%	3%	9%	0%
Cc1ccc(NC(=O)CN(C)CC(=O)Nc2ccc(F)c(Cl)c2)cc1	9%	1	6%	-10%	-2%	9%	-3%	-8%	-3%	13%	-6%
O=C(O)CC(C(=O)O)c1ccc(OCCCCOc2ccc(C(CC(=O)O)C(=O)O)cc2)cc1 (stereo unspecified)	5%	-1	0%	1%	-1%	8%	7%	-4%	5%[11.5 µM]	13%	3%
O=C(NN1C(=O)C2C3C=CC(O3)C2C1=O)c1ccncc1 (stereo unspecified)	-3%	2	4%	3%	-2%	1%	-1%	-6%	30%	-5%	-2%
COC(=O)c1ccc2c(=O)n(CCN3CCOCC3)c(SCC(=O)Nc3ccc(C)cc3)nc2c1	?	-7	?	-3%	22%	-1%	-4%	1%	.	.	4%
COc1cc2c(C(=O)NCc3ccccn3)cn(C)c(=O)c2cc1OC	-2%	2	7%	-2%	1%	-3%	-1%	5%	1%	1%	5%
Cc1ccc(OCC(=O)Nc2ccc(S(=O)(=O)Nc3ccccn3)cc2)cc1	-11%	-4	12%	1%	2%	-4%	-5%	13%	-1%	?	0%
CC(C)(C)NC(=O)CSc1nncn1NCc1cccc2ccccc12	-18%	3	0%	10%	1%	-1%	-1%	-5%	1%	-14%	-1%
CCOC(=O)C/C(N)=N/NC(=O)c1ccc(Cl)cc1Cl	14%	4	7.9µM*	-6%	?	?	0%	9%	-2%	3%	-1%
O/N=C/c1cn(-c2ccccc2)nn1	?	24	0%	0%	-1%	3%	12%	0%	-1%	7%	-2%
CCOC(=O)N1CCC(N2C(=O)c3ccc(C(=O)NCc4ccc(F)cc4)cc3C2=O)CC1	-4%	6	16%	-1%	-1%	-3%	-5%	?	-1%	-14%	3%
Cc1ccc(-n2c(N)c(C(=O)N3CCCCC3)sc2=S)cc1	0%	-2	39%	?	-1%	4%	1%	?	2%	-1%	3%
C=CCN(c1ccc(C(=O)NCCSc2ccccc2)cc1)S(C)(=O)=O	10%	-4	?	?	1%	3%	18%	3%	-1%[11.5 µM]	14%	29%
O=C(CCCCCl)Nc1c2c(nc3ccccc13)CCC2	-10%	-7	-1%	-1%	1%	-10%	-1%	4%	0%	7%	-3%
CCN(Cc1cc2cc(C)ccc2[nH]c1=O)C(=O)c1cccc(OC)c1	?	-13	?	0%	8%	5%	14%	-10%	2%	-10%	2%
COc1cc(C(=O)Oc2ccc(C(=S)N3CCOCC3)cc2)cc(OC)c1OC	?	-7	-6%	1%	2%	-13%	-3%	-3%	-1%	-2%	-2%
Cn1nccc1C(=O)N1CCN(c2ccccc2F)CC1	1%	4	?	1%	7%	0%	4%	-10%	7%	.	15%
Cn1nnnc1SCC(=O)NCc1ccc2c(c1)OCO2	21%	11	12%	-4%	0%	8%	1%	-5%	-1%	?	-1%
CC1CCC2(CC1)NC(=O)N(CC(=O)NCc1ccc3c(c1)OCO3)C2=O (stereo unspecified)	-1%	-1	13%	-1%	-6%	0%	-1%	6%	0%	.	-2%
Cc1cc(C(=O)O)n(C(C)(C)C)n1	-6%	-7	-9%	7%	-2%	5%	-1%	.	5%	.	-1%
CCCCNC(=O)N1CCCN(c2ccc(C#N)cn2)CC1	-1%	7	23%	-1%	5%	-5%	0%	-2%	.	14%	-2%
Cc1c(S(=O)(=O)Nc2ccc(Br)cc2)c(=O)n(C)c(=O)n1C	-7%	-21	-1%	-1%	3%	5%	-1%	2%	-5%	1%	-3%
O=C(Cn1ncc2c1-c1ccccc1OC2)Nc1cccc(Cl)c1	-28%	-8	33%	1%	-7%	1%	0%	0%	-10%	28%	0%
COc1ccc(C(C(=O)NCc2ccccc2)N(Cc2ccc3c(c2)OCO3)C(=O)c2cnccn2)cc1 (stereo unspecified)	-17%	-1	-16%	-2%	2%	0%	3%	4%	5%	?	7%
COc1ccc(CNC(=O)c2cnccn2)cc1	26%	-6	-3%	-10%	7%	13%	1%	-8%	-13%	.	-8%
CCOC(=O)c1ccc(NC(=O)CSc2nnc(C3CC3)n2CC)cc1	-11%	15	30%	?	29%	-4%	-1%	?	-13%	-8%	-7%
COc1ccccc1-c1c(C)oc2c(CN3CCCCC3C)c(O)ccc2c1=O (stereo unspecified)	16%	3	-14%	4%	-4%	-10%	-4%	-8%	.	22%	0%[1.84 µM]
COc1ccc(C(=O)COC(=O)CCN2C(=O)C3C4CC(C(Br)C4Br)C3C2=O)cc1 (stereo unspecified)	15%	-6	0%	-16%	4%	0%	1%	2%	1%	27%	-1%
C/C(=N\N=C\c1ccc(N(C)C)cc1)c1cccc([N+](=O)[O-])c1	?	-10	-3%	2.1µM*	-4%	-1%	3.5µM*	.	0%	12%	2.8µM*
CC1CCCC(C)N1CC(O)COc1c(F)cc(Br)cc1F (stereo unspecified)	0%	-7	?	-1%	4%	4%	0%	-4%	1%	-9%	1%
CCOC(=O)c1nn(-c2ccc(OCC)cc2)c2nc(CC(C)C)c(C#N)c(=O)n12	0%	11	-20%	1%	1%	-11%	-2%	12%	2%	24%	-4%
Cn1c(Cn2c(=O)sc3ccccc32)nnc1SCc1cccnc1	0%	-7	-1%	0%	-1%	-2%	-6%	-16%	8%	1%	2%
C[C@H](NC(=O)OC(C)(C)C)c1nnc(SCC(=O)c2ccc(Cl)cc2)o1	-15%	-2	?	-1%	0%	-29%	-10%	-3%	1%	-1%	-16%
O=C(O)C1C2C=CC(C2)C1C(=O)NCc1cccc(Cl)c1 (stereo unspecified)	-3%	9	9%	-1%	6%	4%	-3%	-4%	0%	-19%	0%
O=C(c1cc2cc(Cl)ccc2[nH]1)N1CCCCC1	?	-9	20%	?	4%	2%	26%	3%	2%	-12%	29%
O=C(Nc1nc(-c2cccnc2)cs1)c1ccccc1Cl	11%	-3	1%	4%	2%	6%	1%	-6%	?	?	2%
O=C(NCc1ccccc1Br)C1CCCO1 (stereo unspecified)	8%	0	-10%	2%	2%	-7%	1%	-1%	0%	1%	4%
O=C(CSc1nnc(-c2ccc(Cl)cc2)n1-c1ccc(Cl)cc1)N/N=C/c1ccco1	23µM*	-12	-37%	1%	-9%	?	-2%	14%	-5%	0%	0%
CC(OC(=O)c1ccco1)C(=O)NC1CCCC1 (stereo unspecified)	4%	1	-17%	2%	6%	5%	-1%	-3%	.	-4%	3%
CC1(NC(=O)CCNC(=O)c2ccc(C(C)(C)C)cc2)CCS(=O)(=O)C1 (stereo unspecified)	8%	-18	.	-12%	-5%	.	2%	.	.	.	-11%
CCCNC(=O)C(CC)NC(=O)c1cccc([N+](=O)[O-])c1 (stereo unspecified)	?	-13	.	-1%	-1%	.	1%	.	.	.	-3%
Cc1sc(NC(=O)CSc2nnc(-c3ccc(F)cc3)o2)c(C#N)c1C	2%	20	-25%	3%	-1%	6%	-4%	1%	-1%	17%	-4%
CCc1ccc(OCC(=O)NNC(=O)Cc2c(F)cccc2Cl)cc1	11%	-3	.	0%	-1%	.	2%	.	.	.	-2%
CC(C)c1ccc(NC(=O)c2cc(Br)ccc2Br)cc1	0%	1	?	?	22%	-1%	14%	-4%	-8%	15%	14%
O=C(Nc1ccc(Cl)c(S(=O)(=O)N2CCOCC2)c1)c1cn2ccccc2n1	-4%	13	16%	1%	6%	-12%	-4%	-2%	-2%	21%	-7%
CCN(CC)c1ccc(NC(=O)c2ccc(Br)o2)cc1	?	3	-11%	5.4µM*	2%	-14%	1.6µM*	4%	-9%	-8%	0.79µM*
CC1CC(C)CN(C(=O)c2ccc(C(=O)c3ccccc3)cc2)C1 (stereo unspecified)	10%	6	.	5%	21%	.	-2%	.	.	.	0%
Cc1nnc(NCCc2ccccc2)c2ccccc12	?	-14	?	7.6µM*	-12%	-14%	1.6µM*	4%	1%	-14%	1.4µM*
Cc1ccnc(NC(=O)CSc2ccc3c(c2)OCCO3)c1	?	-16	.	?	2%	.	18%	.	.	.	5%

A portion of the library. The share of hits here may be higher or lower than overall.
